MC4R antag cAMP = MC4R antagonists of cAMP signaling, primary screen, cell-based, TR-FRET, antagonist arm of biased-ligand search; Melanocortin receptor 4 (Homo sapiens), P32245; MC4R-expressing cells, MTII-stimulated cAMP, LANCE TR-FRET; inhibition, % at 6.5 µM; actives 0.48% (n = 360,000); AID 540295, 2011;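 active = inhibition above its plate's cutoff, the mean of tested wells on that plate plus 3 SD, cut at about 29% in these data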;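 also: 0% = Melanotan II alone and 100% = Melanotan II plus saturating MCL0020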
Target sequence (P32245 whole entry, looked up): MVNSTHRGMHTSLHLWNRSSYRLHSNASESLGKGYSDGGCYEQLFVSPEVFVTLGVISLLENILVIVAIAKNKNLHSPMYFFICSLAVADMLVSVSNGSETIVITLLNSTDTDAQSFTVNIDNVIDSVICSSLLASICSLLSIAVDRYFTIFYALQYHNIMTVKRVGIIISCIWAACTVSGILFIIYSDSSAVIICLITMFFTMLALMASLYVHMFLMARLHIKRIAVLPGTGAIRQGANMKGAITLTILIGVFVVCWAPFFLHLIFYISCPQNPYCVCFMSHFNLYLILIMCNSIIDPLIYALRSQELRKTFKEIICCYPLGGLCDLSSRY
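Material: U2OS-MC4R stable cell line | Reagent: Melanotan II challenge after compound preincubation | Doses: One concentration, 6.5 µM nominal | Incubation: 30-min compound preincubation, 1-h Melanotan II challenge, 1-h detection, room temperature | Signal: TR-FRET cAMP assay | Replicates: One well per compound, no replicates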
aDG glyco up = activators of alpha-DG glycosylation, primary screen, uHTS, Pro5-aDG cells, AlphaScreen; alpha-DG glycosylation AlphaScreen (IIH6); 0% Pro5, 100% B10-LARGE cell signal; activation, % at 10 µM; actives 0.22% (n = 360,000);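 active = activation of at least 8% versus controls, or a plate z-score of at least 8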;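 also: Pro5 are CHO cells carrying HIG-tagged alpha-DG that lacks glycosylation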
Vif imaging = HIV Vif self-association inhibitors, primary screen, imaging, HEK293T, single point; HEK293T cells, Vif self-association by quenched fluorescence, 24 h; inhibition, % at 7.49 µM; actives 0.35% (n = 340,000); AID 602346, 2012; in the data active = inhibition above about 50%, passing the limit was not always enough; also: some results filed as inactive read as strong as hits
m5-HT2A agonist = mouse Htr2a agonists via beta-arrestin recruitment, primary screen, cell-based, luminescence; 5-hydroxytryptamine receptor 2A (Mus musculus), P35363; CHO-K1 mHTR2A beta-arrestin complementation; percent of 30 µM serotonin response; activation, % at 7.6 µM; actives 0.66% (n = 360,000); AID 624169, 2012;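 active = activation above a run cutoff, the mean activation of all tested compounds plus 3 SD, cut at about 14% in these data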;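 also: 0% = plate median of compound wells and 100% = 30 µM serotonin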
MC4R ag barr = MC4R agonists recruiting beta-arrestin, primary screen, cell-based, luminescence, agonist arm of biased-ligand search | U2OS MC4R beta-arrestin complementation; percent of melanotan II response, DMSO zero | activation, % at 8.9 µM | actives 0.98% (n = 360,000);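 active = activation above a per-plate cutoff, the mean activation of sample wells on that plate plus 3 SD, cut at about 8% in these data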
PDI inh = inhibitors of human PDI, primary screen, biochemical, turbidity, single point, plate reader. PDI insulin aggregation turbidity, A650, 90 min. inhibition, % at 10 µM. actives 0.052% (n = 350,000);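 active = mean inhibition across replicates of 30% or more, whatever share of single replicates reach that level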;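 also: absorbance from insulin aggregation driven by PDI reduction with DTT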
Target sequence (P07237 whole entry, looked up): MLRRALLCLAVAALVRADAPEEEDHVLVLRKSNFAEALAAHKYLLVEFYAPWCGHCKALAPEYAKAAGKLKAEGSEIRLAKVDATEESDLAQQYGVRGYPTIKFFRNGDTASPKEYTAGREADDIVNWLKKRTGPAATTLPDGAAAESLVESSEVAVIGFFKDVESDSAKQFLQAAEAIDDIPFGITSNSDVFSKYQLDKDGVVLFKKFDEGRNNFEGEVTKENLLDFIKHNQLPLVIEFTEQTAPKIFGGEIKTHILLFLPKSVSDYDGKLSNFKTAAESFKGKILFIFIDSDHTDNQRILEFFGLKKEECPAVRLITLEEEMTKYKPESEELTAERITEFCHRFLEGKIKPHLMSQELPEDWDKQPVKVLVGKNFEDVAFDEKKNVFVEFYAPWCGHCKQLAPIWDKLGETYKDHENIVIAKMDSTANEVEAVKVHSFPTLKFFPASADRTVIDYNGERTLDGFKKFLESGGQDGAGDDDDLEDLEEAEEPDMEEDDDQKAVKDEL
ABCB6 inh 2 = ABCB6 transporter inhibitors, primary screen, K562-ABCB6 cells, flow cytometry, MLPCN library. AID 602162, 2011. K562-ABCB6 porphyrin accumulation, 1 h; stronger effect = lower value. ATP-binding cassette sub-family B member 6 (Homo sapiens), Q9NP58. actives 0.19% (n = 360,000). fluorescence ratio to DMSO, % at 10 µM;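 active = fluorescence ratio to DMSO below 75%, the collection mean minus 3 SD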;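 also: signal is porphyrin accumulated inside mitochondria; 100% equals median channel fluorescence of DMSO control wells; lower ratio means ABCB6 inhibition with less porphyrin fluorescence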
N-glyco inh = increase of ERlucT glycosylation luciferase signal, primary screen, N-linked glycosylation inhibitor project, D54 ERlucT cells, luminescence, set 2. D54 ERlucT glycosylation luciferase reporter, 24 h; percent of 100 nM tunicamycin response. reporter increase, % at 12.5 µM. actives 0.23% (n = 360,000);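 active = mean luciferase reporter signal, scaled so untreated is 0 and the glycosylation-blocking control 100, at or above a set limit in every replicate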;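 also: luciferase carries N-glycosylation sites so blocking glycosylation raises the light; 0% = median of neutral control wells and 100% = median of 100 nM tunicamycin wells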
H9c2 protect = cardioprotection against H2O2-induced cell death, primary screen, uHTS, H9c2 cells, ATPLite luminescence; protection from H2O2 cell death, % at 20 µM; actives 0.63% (n = 360,000); H9c2 cardiomyocytes, H2O2 injury protection, 2 h;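 active = compounds giving at least 50% protection of heart cells from peroxide-induced death in the single-dose screen, raw or plate-pattern-corrected value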;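 also: 0% = DMSO wells with peroxide and 100% = DMSO wells without peroxide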
CaV13 ICDI inh = Disruptors of the CACNA1D IQ motif to Ca2+-dependent inactivation inhibitor domain association, primary screening, Förster resonance energy transfer in intact living …. HEK cells, CFP/YFP FRET ICDI-IQ, plate reader, 10 min; percent FRET-ratio fall versus neutral wells. inhibition, % at 12.3 µM. actives 0.098% (n = 340,000). AID 743397;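 active = mean replicate inhibition of at least 30% and at least 1% of replicates passing that level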;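 also: 0% = median of the neutral control wells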
* hit, by the source's call; . = not tested or not shown; & = joins results of further samples. This is a subset; the hit share may differ from the screen's.

SMILES	MC4R antag cAMP	aDG glyco up	Vif imaging	m5-HT2A agonist	MC4R ag barr	PDI inh	ABCB6 inh 2	N-glyco inh	H9c2 protect	CaV13 ICDI inh
CCC[C@H](N[C@@H](C)C(=O)N1[C@H](C(=O)O)C[C@@H]2CCCC[C@@H]21)C(=O)OCC	9	0.0	-3	-2	0.6	-3	105	0	-10	-4
NS(=O)(=O)c1cc2c(cc1C(F)(F)F)NC(Cc1ccccc1)NS2(=O)=O (configuration not stated)	3	0.1	-3	-2	0.1	4	94	3	-16	-4
COc1ccc(CN(CCN(C)C)c2ccccn2)cc1	8&0&0	0.0&0.2&-0.1	-5&-1&6	-10&-7&1	-0.1&0.0&1.7	1&-3&-6	97&102&101	1&1&0	-2&3&-7	-5&-5&-5
CC(=O)NCCCCCC(=O)O	7	-0.2	-6	1	-0.4	2	92	0	0	-6
CN1CCC(=C2c3ccccc3CCc3sccc32)CC1	-1	0.2	-3	-10	-0.8	1	108	0	14	.
CC(C)Cc1ccc(C(C)C(=O)O)cc1 (configuration not stated)	-2	-0.1	-1	-2	0.1	-3	206	1	10	-5
Cc1cc(C)nc(/N=C(\N)Nc2ccc(S(N)(=O)=O)cc2)n1	15	0.2	12	-2	-3.1	1	102	0	-4	-5
CC(C)(CO)[C@@H](O)C(=O)NCCC(=O)O	6	0.0	-6	-9	0.2	1	100	0	2	.
CC(C)Cc1ccc([C@H](C)C(=O)O)cc1	8	0.3	-12	2	0.2	-4	96	5	-5	-5
CC(C)=CC(=O)O[C@@H]1Cc2cc3ccc(=O)oc3cc2OC1(C)C	-4	0.4	-3	1	1.2	-6	97	-1	-3	-10
CC1=C(C(=O)O)N2C(=O)[C@@H](NC(=O)[C@H](N)c3ccc(O)cc3)[C@H]2SC1	13	-0.1	0	-1	-2.0	3	103	0	0	-6
Cc1onc(-c2ccccc2Cl)c1C(=O)N[C@@H]1C(=O)N2[C@@H]1SC(C)(C)[C@@H]2C(=O)O	12&-1	0.1&-0.1	5&-3	0&5	-0.5&0.0	6&0	103&101	-1&1	0&5	-5&-5
CC1(C)O[C@H]2CC(=O)OCC23[C@H]2CC[C@@]4(C)[C@H](c5ccoc5)OC(=O)[C@H]5O[C@]54[C@]2(C)C(=O)C[C@@H]13 (some centres not stated)	6	0.1	-3	-4	-0.6	.	100	1	3	.
Nc1cc(-c2ccncc2)c[nH]c1=O	6	-0.1	7	1	-0.4	-3	92	2	-12	-5
CCCn1ncc(CN2CCCC(C(=O)c3cccc(OC(C)C)c3)C2)c1C (configuration not stated)	7	0.0	-2	-4	-1.1	3	96	-2	3	-11

Some of these compounds in order of the m5-HT2A agonist value, rising:
SMILES | m5-HT2A agonist
CN1CCC(=C2c3ccccc3CCc3sccc32)CC1 | -10
CCCn1ncc(CN2CCCC(C(=O)c3cccc(OC(C)C)c3)C2)c1C (configuration not stated) | -4
Cc1cc(C)nc(/N=C(\N)Nc2ccc(S(N)(=O)=O)cc2)n1 | -2

7 consecutive records from above, for reference:
SMILES	MC4R antag cAMP	aDG glyco up	Vif imaging	m5-HT2A agonist	MC4R ag barr	PDI inh	ABCB6 inh 2	N-glyco inh	H9c2 protect	CaV13 ICDI inh
CCC[C@H](N[C@@H](C)C(=O)N1[C@H](C(=O)O)C[C@@H]2CCCC[C@@H]21)C(=O)OCC	9	0.0	-3	-2	0.6	-3	105	0	-10	-4
NS(=O)(=O)c1cc2c(cc1C(F)(F)F)NC(Cc1ccccc1)NS2(=O)=O (configuration not stated)	3	0.1	-3	-2	0.1	4	94	3	-16	-4
COc1ccc(CN(CCN(C)C)c2ccccn2)cc1	8&0&0	0.0&0.2&-0.1	-5&-1&6	-10&-7&1	-0.1&0.0&1.7	1&-3&-6	97&102&101	1&1&0	-2&3&-7	-5&-5&-5
CC(=O)NCCCCCC(=O)O	7	-0.2	-6	1	-0.4	2	92	0	0	-6
CN1CCC(=C2c3ccccc3CCc3sccc32)CC1	-1	0.2	-3	-10	-0.8	1	108	0	14	.
CC(C)Cc1ccc(C(C)C(=O)O)cc1 (configuration not stated)	-2	-0.1	-1	-2	0.1	-3	206	1	10	-5
Cc1cc(C)nc(/N=C(\N)Nc2ccc(S(N)(=O)=O)cc2)n1	15	0.2	12	-2	-3.1	1	102	0	-4	-5

Retrieved by structure from above, 3 records:
SMILES	MC4R antag cAMP	aDG glyco up	Vif imaging	m5-HT2A agonist	MC4R ag barr	PDI inh	ABCB6 inh 2	N-glyco inh	H9c2 protect	CaV13 ICDI inh
CC(C)(CO)[C@@H](O)C(=O)NCCC(=O)O	6	0.0	-6	-9	0.2	1	100	0	2	.
NS(=O)(=O)c1cc2c(cc1C(F)(F)F)NC(Cc1ccccc1)NS2(=O)=O (configuration not stated)	3	0.1	-3	-2	0.1	4	94	3	-16	-4
CC1(C)O[C@H]2CC(=O)OCC23[C@H]2CC[C@@]4(C)[C@H](c5ccoc5)OC(=O)[C@H]5O[C@]54[C@]2(C)C(=O)C[C@@H]13 (some centres not stated)	6	0.1	-3	-4	-0.6	.	100	1	3	.

The list goes on.
SMILES	MC4R antag cAMP	aDG glyco up	Vif imaging	m5-HT2A agonist	MC4R ag barr	PDI inh	ABCB6 inh 2	N-glyco inh	H9c2 protect	CaV13 ICDI inh
COc1cncc(C#Cc2ccccn2)c1	.	-0.3	.	6	.	.	96	.	.	-10
O=C(Cn1ccnc1[N+](=O)[O-])NCCO	21	-0.1	3	3	-0.4	-1	96	1	18	-5
CN(C)CCCN1c2ccccc2Sc2ccccc21	-7	-0.3	-4	-10	-0.7	7	99	-3	50*	-4
COc1nc(C)nc(Cl)c1NC1=NCCN1	0&-2	0.2&0.5	-3&1	4&6	-0.5&1.1	-1&-13	98&98	0&0	6&1	-5&-5
CC(=O)O[C@]1(C(C)=O)CC[C@H]2[C@@H]3C=C(Cl)C4=CC(=O)[C@@H]5C[C@@H]5[C@]4(C)[C@H]3CC[C@@]21C	15&9	-0.2&-0.2	2&-1	4&4	0.4&1.1	3	103&98	-3&-7	-6&1	-5
O=C(O)[C@@H]1[C@H]2C[C@H]3c4[nH]c5ccccc5c4CCN3C[C@@H]2CC[C@@H]1O	4	0.2	0	1	0.6	-7	108	2	12	-4
C=C1c2cccc(O)c2C(=O)C2C(=O)[C@]3(O)C(=O)C(C(N)=O)C(=O)[C@@H](N(C)C)[C@@H]3[C@@H](O)[C@H]12 (some centres not stated)	2	0.0	1	3	0.0	14	93	2	-3	-6
CC(C)Cn1cnc2c1c(=O)n(C)c(=O)n2C	7	0.3	1	2	0.2	-1	98	1	5	-5
CCCOc1ccccc1-c1nc2n[nH]nc2c(=O)[nH]1	3	0.2	-6	8	-1.5	8	94	1	-7	-5
CC1(C)OC2CC3C4CC(F)C5=CC(=O)C=CC5(C)C4(F)C(O)CC3(C)C2(C(=O)CO)O1 (configuration not stated)	11	-0.1	4	-6	0.5	1	102	5	8	-19
N=C(N=C(N)N)N1CCOCC1	1	0.3	-2	5	0.6	-1	96	2	-4	-4
O=C1NCC2(CCN(CCc3ccccc3)CC2)O1	5	-0.1	1	1	0.6	12	97	0	-1	-4
CC1=NN(c2ccccc2)C(=O)C1	3	-0.2	-3	0	0.2	4	104	1	1	-5
C[C@H](CCC(=O)O)[C@H]1CC[C@H]2[C@@H]3[C@@H](O)C[C@@H]4C[C@H](O)CC[C@]4(C)[C@H]3CC[C@]12C	7	-0.2	1	1	1.6	17	102	1	9	-5
O=c1cc[nH]c(=O)[nH]1	-2	-0.1	-3	2	-0.3	-4	98	0	5	-6
CC(=O)[C@H]1CC[C@H]2[C@@H]3C[C@H](C)C4=CC(=O)CC[C@]4(C)[C@H]3[C@@H](O)C[C@]12C	16	0.1	-8	2	1.3	-9	102	10	2	-5
CN(C)C/C=C(/c1ccc(Br)cc1)c1cccnc1	-1	0.0	1	-11	-0.2	0	96	-2	5	-6
NC(=O)NC(CCC(=O)O)C(=O)O (configuration not stated)	4	-0.2	65*	2	-2.1	.	100	0	0	.
COc1ccccc1OCC(O)COC(N)=O (configuration not stated)	-5	0.0	7	0	0.1	-9	99	-1	0	-5
C[C@]12CC[C@H]3[C@@H](CCC4=CC(=O)CC[C@@]43C)[C@@H]1CC[C@@H]2C(=O)CO	8	-0.3	6	10	-1.8	-4	94	-6	-3	-5
Nc1ccc(C(=O)Nc2ccccc2N)cc1	2	-0.2	18	2	1.4	-1	102	70*	3	-19
CCOC(=O)C1(CCOc2ccccc2)CCN(Cc2ccc(O)c(Cl)c2)CC1	6	0.6	-4	-7	1.0	111*	97	-4	-4	-4
CCOc1ccc(S(=O)(=O)N2CCCCCC2)c2ccccc12	8	0.0	-3	-1	0.4	-5	99	-3	-19	-5
Cc1nc2c3ccccc3nc(NNC(=O)CCC(=O)N3CCN(c4ccccc4)CC3)n2n1	10	0.0	1	10	-2.5	-3	101	2	9	-6
C[C@H]1c2cccc(O)c2C(=O)C2C(=O)C3(O)C(=O)C(C(N)=O)C(=O)[C@@H](N(C)C)[C@@H]3[C@@H](O)[C@@H]21 (some centres not stated)	-6	1.0	-1	1	-2.1	-3	105	-4	-8	-5
O=C1N(c2ccccc2)c2ccccc2C1(Cc1ccncc1)Cc1ccncc1	-3	0.1	-3	-4	-0.5	13	97	-1	2	-5
O=C(O)COC(=O)Cc1ccccc1Nc1c(Cl)cccc1Cl	14	0.1	-5	7	0.7	0	114	-1	-1	-5
Cc1coc2c1C(=O)C(=O)c1c-2ccc2c1CCCC2(C)C	4	1.1	-5	2	-0.9	.	110	-16	-14	.
c1ccc2c(CC3=NCCN3)cccc2c1	-2	-0.1	-6	8	0.8	-15	103	3	-8	-4
C/C=C/C=N\NC(=O)c1ccncc1	6	-0.1	-4	0	-0.1	9	105	-2	8	2
CC(=O)N1C[C@H](O)C[C@H]1C(=O)O	11	-0.2	0	4	0.1	-15	97	0	-3	-5
CCCCCCCCO	12	0.2	2	-1	1.2	.	99	-5	2	.
COc1c(O)cc2c(c1O)C1OC(CO)C(O)C(O)C1OC2=O (configuration not stated)	-2	-0.1	3	5	0.1	1	90	-2	-4	-5
